MC4R antag cAMP – human MC4R antagonism in cAMP assay. P32245. MC4R-expressing cells, MTII-stimulated cAMP, LANCE TR-FRET. inhibition, % at 6.5 µM. 360,000 compounds, 0.48% hits;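 active = inhibition above its plate's cutoff, the mean of tested wells on that plate plus 3 SD, cut at about 29% in these data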;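 also: 0% = Melanotan II alone and 100% = Melanotan II plus saturating MCL0020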
Target sequence (P32245 whole entry, looked up): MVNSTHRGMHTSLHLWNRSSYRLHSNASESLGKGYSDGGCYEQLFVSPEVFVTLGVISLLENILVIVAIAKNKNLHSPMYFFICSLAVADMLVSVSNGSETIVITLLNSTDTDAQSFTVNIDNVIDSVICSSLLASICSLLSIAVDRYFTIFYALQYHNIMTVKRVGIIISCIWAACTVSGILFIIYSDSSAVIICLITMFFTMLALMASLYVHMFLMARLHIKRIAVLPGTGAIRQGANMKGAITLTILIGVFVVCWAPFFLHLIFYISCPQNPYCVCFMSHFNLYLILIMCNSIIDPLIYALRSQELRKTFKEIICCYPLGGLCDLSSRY
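Assay system: U2OS cells stably expressing human melanocortin 4 receptor (MC4R) / Dosing: 6.5 µM / Timing: compound 30 min, challenge 1 h, detection 1 h / Measured by: Eu-cAMP/anti-cAMP TR-FRET, emission 671 nm / Replicates: singlicate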
m5-HT2A agonist – agonists of mouse serotonin 5-HT2A receptor (HTR2A). P35363. CHO-K1 mHTR2A beta-arrestin complementation, luminescence; percent of 30 µM serotonin response. activation, % at 7.6 µM. 360,000 compounds, 0.66% hits. AID 624169;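 active = activation above a run cutoff, the mean activation of all tested compounds plus 3 SD, cut at about 14% in these data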;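 also: 0% = plate median of compound wells and 100% = 30 µM serotonin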
Target sequence (P35363 whole entry, looked up): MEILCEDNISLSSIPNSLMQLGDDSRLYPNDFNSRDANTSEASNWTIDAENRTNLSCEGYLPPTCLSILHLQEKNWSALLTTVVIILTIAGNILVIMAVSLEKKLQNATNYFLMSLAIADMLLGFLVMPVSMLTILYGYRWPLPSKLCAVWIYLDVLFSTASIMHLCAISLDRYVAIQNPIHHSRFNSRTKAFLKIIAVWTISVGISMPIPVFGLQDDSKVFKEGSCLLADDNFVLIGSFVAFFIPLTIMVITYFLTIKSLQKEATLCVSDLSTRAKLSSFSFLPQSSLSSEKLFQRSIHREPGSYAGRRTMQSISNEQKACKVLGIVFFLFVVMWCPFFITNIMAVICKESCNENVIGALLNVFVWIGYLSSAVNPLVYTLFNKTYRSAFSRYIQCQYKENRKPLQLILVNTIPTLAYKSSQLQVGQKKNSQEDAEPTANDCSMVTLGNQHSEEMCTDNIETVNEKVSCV
Granule exo inh – lytic granule exocytosis inhibition; TALL-104 LAMP-1 surface exposure, flow cytometry; cells stimulated with thapsigargin and PMA; inhibition, % at 10 µM; 360,000 compounds, 0.66% hits;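 active = inhibition above about 55%, limit read from the data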
MC4R barr agon – human MC4R agonism via beta-arrestin; 360,000 compounds, 0.98% hits; P32245; AID 540308; U2OS MC4R beta-arrestin complementation, luminescence; percent of melanotan II response, DMSO zero; activation, % at 8.9 µM;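 active = activation above a per-plate cutoff, the mean activation of sample wells on that plate plus 3 SD, cut at about 8% in these data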
Glyco luc inh – blocks N-linked glycosylation in D54 reporter cells; D54 ERlucT glycosylation luciferase reporter, 24 h; percent of 100 nM tunicamycin response; reporter increase, % at 12.5 µM; 360,000 compounds, 0.23% hits;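 active = mean luciferase reporter signal, scaled so untreated is 0 and the glycosylation-blocking control 100, at or above a set limit in every replicate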;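 also: luciferase carries N-glycosylation sites so blocking glycosylation raises the light; 0% = median of neutral control wells and 100% = median of 100 nM tunicamycin wells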
H9c2 protect – protects H9c2 cardiomyocytes from peroxide injury. H2O2 injury protection, ATPLite, 2 h. protection from H2O2 cell death, % at 20 µM. 360,000 compounds, 0.63% hits. AID 588492;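 active = compounds giving at least 50% protection of heart cells from peroxide-induced death in the single-dose screen, raw or plate-pattern-corrected value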;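 also: 0% = DMSO wells with peroxide and 100% = DMSO wells without peroxide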
ABHD5 PLIN5 PPI – ABHD5-PLIN5 protein interaction inhibition | Q00G26+Q8WTS1 | Split G. princeps luciferase complementation, luminescence, 4 h | inhibition, % at 4 µM | 360,000 compounds, 0.78% hits;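 active = inhibition above the mean inhibition across every tested compound plus 3 SD, cut at about 22% in these data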;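 also: 0% = DMSO only wells and the 100% control is not disclosed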
aDG glyco up – increases alpha dystroglycan glycosylation; Pro5-aDG cells, alpha-DG glycosylation AlphaScreen (IIH6); 0% Pro5, 100% B10-LARGE cell signal; activation, % at 10 µM; 360,000 compounds, 0.22% hits;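 active = activation of at least 8% versus controls, or a plate z-score of at least 8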;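 also: Pro5 are CHO cells carrying HIG-tagged alpha-DG that lacks glycosylation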
ABCB6 inh MLPCN – human ABCB6 transporter inhibition. K562-ABCB6 porphyrin accumulation, flow cytometry, 1 h; active compounds read low. fluorescence ratio to DMSO, % at 10 µM. 360,000 compounds, 0.19% hits. AID 602162;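 active = fluorescence ratio to DMSO below 75%, the collection mean minus 3 SD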;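 also: signal is porphyrin accumulated inside mitochondria; 100% equals median channel fluorescence of DMSO control wells; lower ratio means ABCB6 inhibition with less porphyrin fluorescence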
iPSC survival up – increases survival of single human iPS cells | hiPSC single-cell survival, ATPlite luminescence; 100% = ROCK inhibitor wells, 0% = DMSO | survival enhancement, % at 20 µM | 360,000 compounds, 0.044% hits | AID 602274; in the data active = survival enhancement above about 18%;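 also: cells exposed to compounds for 16 hours before the ATP read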
Active calls of the source: *. Rows were taken by chance; overall some 4.5% were active at least once.

cpd | mol | MC4R antag cAMP | m5-HT2A agonist | Granule exo inh | MC4R barr agon | Glyco luc inh | H9c2 protect | ABHD5 PLIN5 PPI | aDG glyco up | ABCB6 inh MLPCN | iPSC survival up
1 | CC(CNC(=O)CN1C(=O)NC2(CCCCC2C)C1=O)c1ccccc1 (stereo unspecified) | 3.3 | 1.2 | 10.7 | -1.8 | -0.6 | -3.9 | 1.6 | -0.1 | 100.0 | -0.4
2 | CCN1CCN(C(=O)C(C)Nc2cc(Cl)c(OC)cc2OC)CC1 (stereo unspecified) | 1.2 | -3.5 | -1.9 | 2.2 | 4.2 | -13.9 | -6.1 | 0.3 | 104.0 | -0.6
3 | Cc1cn([C@H]2C[C@H](O)[C@@H](CCC(=O)NCc3ccco3)O2)c(=O)[nH]c1=O | 17.4 | -0.2 | -1.6 | -0.1 | 3.6 | 2.2 | -6.2 | 0.0 | 107.0 | 0.1
4 | CCCn1ncc(C(=O)N(C)C2CCCN(Cc3ccccc3F)C2)c1C (stereo unspecified) | 7.2 | 0.0 | -1.3 | -0.7 | -1.5 | -1.1 | 1.9 | 0.4 | 98.0 | -0.4
5 | Nc1nnc(CCN2C(=O)CSC2=O)s1 | 12.6 | 2.8 | 3.5 | -0.6 | 1.0 | -3.3 | -0.5 | 0.0 | 100.0 | 0.4
6 | Cc1ccc(C(=O)NCc2ccco2)cc1S(=O)(=O)N1CCCC1 | 0.0 | 2.9 | 0.1 | 0.2 | 0.7 | -1.1 | -1.1 | 0.1 | 92.0 | 0.0
7 | CCCS(=O)(=O)NC(=O)C1(C)CCN(C(=O)c2c(-c3ccccc3)noc2C)C1 (stereo unspecified) | 6.5 | 12.1 | 7.1 | -0.5 | 0.5 | 3.5 | -2.3 | -0.3 | 89.0 | 0.6
8 | CC1(CC(=O)N/N=C/c2cc([N+](=O)[O-])c(O)cc2O)OCCO1 | -8.0 | 1.0 | -0.3 | -2.5 | 1.7 | 14.3 | 9.6 | -0.3 | 99.0 | -1.1
9 | COc1ccc(OCC(=O)Nc2ccc(OC)c(S(=O)(=O)N3CCCCC3)c2)cc1 | 9.2 | -4.1 | 2.5 | -2.7 | 11.8 | -6.2 | -4.2 | 0.1 | 94.0 | -0.2
10 | CN1CCCCC1=NCCCn1cnc2c1c(=O)n(C)c(=O)n2C | 2.9 | -0.8 | -0.3 | 0.3 | 3.1 | 5.6 | 9.0 | -0.1 | 95.0 | -1.1
11 | Cc1ccc2cc(CCNC(=O)C(C)(C)C)c(=O)[nH]c2c1 | 11.9 | -5.3 | -1.0 | 0.9 | 0.5 | 0.9 | -6.4 | -0.1 | 101.0 | -0.3
12 | Nc1nc(SCc2ccccc2)cc(SCc2ccccc2)n1 | 2.4 | 11.8 | -2.4 | -0.4 | -1.8 | -13.9 | 2.6 | -0.2 | 91.0 | -1.9
13 | OCc1nc2ccccc2n1CC(O)COc1ccccc1 (stereo unspecified) | 3.1 | -7.7 | 1.9 | -0.7 | 0.4 | 4.4 | 7.2 | 0.0 | 105.0 | 1.9
14 | CCc1nc2ccc(C(=O)NCCOc3ccc(OC)cc3)cn2c1N(CC)Cc1cccc(Br)c1 | 20.2 | -2.2 | 3.3 | -1.4 | -4.1 | -8.3 | 0.0 | 0.4 | 99.0 | -2.3
15 | Cc1ccc(S(=O)(=O)NCCNC(=O)c2ccccc2)cc1 | -1.1 | 1.1 | 7.6 | 0.2 | -0.1 | 5.6 | -0.4 | -0.4 | 93.0 | -1.6
16 | CCN(CCCNC(=O)C1CCC(=O)N1C1CCCC1)c1cccc(C)c1 (stereo unspecified) | -1.3 | -5.0 | -2.0 | -2.3 | 0.8 | 13.2 | -6.2 | 0.0 | 111.0 | 2.6
17 | CCCCCC(=O)NC(=S)NNC(=O)CC | 15.3 | 0.6 | -2.1 | -0.5 | 2.9 | 24.7 | -4.4 | -0.2 | 95.0 | 1.0
18 | O=C(NCC(=O)N1CCOCC1)c1ccc(Br)o1 | -6.3 | 11.4 | -6.5 | -0.3 | 1.6 | -1.2 | 10.2 | 0.0 | 100.0 | 0.6
19 | CC(C)(C)NS(=O)(=O)c1ccc(-c2csnn2)s1 | 6.3 | -0.2 | 3.6 | -1.0 | -4.2 | -3.1 | -1.6 | -0.1 | 95.0 | -2.2
20 | CCOC(=O)c1c(C)[nH]c(C(=O)N2CCc3cc(OC)c(OC)cc3C2)c1C | 5.0 | 0.2 | -2.3 | 4.4 | -0.7 | -5.5 | -6.0 | -0.2 | 94.0 | -0.2
21 | Cc1cccc(NC(=O)N2CCCc3ccccc32)c1C | 9.6 | 9.8 | 17.1 | -1.8 | -2.6 | 5.6 | 1.1 | 0.2 | 91.0 | 1.5
22 | CC(C)CC(=O)NC(=S)Nc1ccc(NC(=O)c2cccs2)cc1 | -1.6 | 0.7 | -1.0 | -1.0 | -5.8 | -13.1 | -4.6 | 0.6 | 95.0 | -1.4
23 | CN(CCCCN1CCOCC1)Cc1nc(-c2ccc3c(c2)OCO3)no1 | 13.4 | -2.2 | -0.6 | 0.4 | -0.9 | 7.7 | -0.7 | 0.1 | 96.0 | -0.5
24 | CC(=O)Nc1cccc(C(=O)N2CCC(n3nccc3NC(=O)CC(C)C)CC2)c1 | -2.4 | 6.6 | 6.9 | 0.3 | 3.4 | 4.7 | 1.8 | -0.3 | 97.0 | 1.0
25 | CC(C)c1ccc(CC(=O)N2CCC2(C)C(=O)NS(=O)(=O)c2ccc(F)cc2F)cc1 (stereo unspecified) | 8.4 | 0.9 | -1.4 | 0.3 | 0.3 | 5.1 | -0.1 | 0.1 | 99.0 | -4.1
26 | CC1=C(C(=O)Nc2ccccc2)C(c2ccncc2)n2nnnc2N1 (stereo unspecified) | 3.5 | -0.7 | -1.4 | -0.4 | 1.3 | 2.8 | 5.5 | 0.3 | 101.0 | -0.6
27 | Cc1ccc(CNC(=O)CNC(=S)N(Cc2ccccc2)Cc2ccccc2F)cc1 | 2.1 | -5.0 | 1.2 | -0.7 | -4.8 | -26.4 | -8.0 | 0.1 | 97.0 | 1.6
28 | COc1cccc(NC(=O)CN2C(=O)COc3ccc(C)cc32)c1 | -5.1 | -2.0 | -4.7 | -1.8 | -2.5 | 2.7 | 1.7 | 0.1 | 94.0 | 1.4
29 | CCCOc1ccc(C(=O)CCN2CCN(C(=O)OCC)CC2)cc1 | 10.2 | 1.5 | 60.5* | -4.6 | -1.1 | -0.2 | 7.3 | 1.2 | 98.0 | -1.2
30 | CCOc1ccccc1C(=O)N(C)Cc1cc2cc(OC)ccc2[nH]c1=O | -0.8 | 3.8 | -0.7 | -2.2 | 0.9 | 15.6 | -0.9 | 1.1 | 101.0 | 2.5
31 | O=C(Nc1ccccc1F)c1cnccn1 | 14.1 | -5.2 | 0.2 | -0.3 | 1.9 | 3.0 | 0.9 | -0.3 | 97.0 | 0.5
32 | O=C(CCn1c(=S)oc2ccccc21)Nc1cccc(F)c1 | 0.5 | -1.7 | 1.2 | -3.6 | -2.8 | -2.4 | 4.9 | -0.2 | 104.0 | 0.7
33 | COc1ccccc1-n1c(N)cc(=O)nc1SCC(=O)Nc1cc(C)on1 | -0.3 | 4.0 | -3.0 | -1.9 | 2.5 | -4.5 | 1.7 | -0.2 | 97.0 | -0.6
34 | CC(=O)Nc1nc(C)nc(-c2ccccc2OC(C)=O)n1 | 7.1 | 0.2 | 2.2 | -2.0 | 2.6 | 0.8 | 3.5 | -0.1 | 100.0 | 5.4
35 | C[C@@H]1CN([C@@H](C)CO)C(=O)c2cc(NC(=O)CCN3CCOCC3)ccc2O[C@@H]1CN(C)C(=O)Nc1ccccc1 | 1.8 | 0.9 | 3.8 | 2.1 | 1.9 | 5.4 | 4.4 | 0.0 | 92.0 | -1.9
36 | O=C(CSCc1c(Cl)cccc1Cl)Nc1ccc2c(c1)OCO2 | -4.1 | -8.4 | -4.8 | -0.9 | -0.9 | 4.3 | -10.5 | -0.1 | 92.0 | 0.7
37 | COc1cc(NC(=O)CN(c2ccc(C)cc2)S(=O)(=O)c2c(C)nn(C)c2C)cc(OC)c1 | 13.7 | -2.6 | -1.4 | -1.7 | -0.7 | 9.9 | -4.1 | 0.0 | 98.0 | 1.3
38 | Cn1c(/C(C#N)=C/c2ccncc2)nc2ccccc21 | 1.9 | 1.0 | -5.4 | -0.1 | 1.7 | -0.5 | -1.9 | 0.1 | 96.0 | 5.0
39 | Cc1cc(C(=O)CSCCCn2c(=O)[nH]c3ccccc32)c(C)n1C | -2.0 | -2.5 | -2.5 | -2.4 | -0.5 | 3.9 | 0.2 | -0.2 | 98.0 | 2.0
40 | O=C(NCC(c1ccc(F)cc1)N1CCOCC1)c1cccnc1Sc1ccccc1Cl (stereo unspecified) | 0.4 | -2.2 | 3.6 | -1.8 | 0.5 | 1.7 | 17.2 | 0.0 | 102.0 | 0.5
41 | O=C(NCC(=O)N1CCN(C/C=C/c2ccccc2)CC1)c1ccc(Br)cc1 | -4.0 | -8.1 | 3.0 | 2.2 | -1.7 | -13.0 | -8.9 | 0.0 | 88.0 | 3.2
42 | CCOC(=O)N1CCN(C(=O)Cn2nc(C)n3nc(-c4ccc(CC)cc4)cc3c2=O)CC1 | -5.5 | 3.5 | 0.8 | -0.2 | 1.3 | -8.4 | 8.3 | 0.3 | 87.0 | 1.2
43 | COc1ccc(C(=O)N(C)C(C)c2nccs2)cc1OC1CCN(C(C)=O)CC1 (stereo unspecified) | 5.9 | 1.2 | 4.0 | 0.4 | 0.6 | 12.1 | 5.9 | -0.2 | 101.0 | -0.6
44 | Cc1ccc(Nc2nnc(SCC(=O)c3ccc(Br)s3)s2)c(C)c1 | 4.5 | -3.1 | -1.4 | 0.6 | 0.7 | -5.0 | -5.8 | 0.1 | 103.0 | 0.3
45 | Cc1ccc(S(=O)(=O)Nc2cccc3c2CCCC3)cc1 | 9.2 | 8.2 | -8.2 | -1.3 | -0.7 | -5.2 | -4.4 | 0.1 | 92.0 | -1.5
46 | COc1ccccc1/C=N/NC(=O)c1sc(C)nc1C | 2.8 | 1.0 | -1.8 | -3.1 | 4.3 | 5.3 | 0.7 | 0.1 | 99.0 | -0.9
47 | N#Cc1nc(-c2cccs2)oc1N1CCN(c2ccccc2)CC1 | -0.8 | -4.1 | -1.8 | -1.0 | 1.6 | -8.1 | -6.0 | -0.2 | 99.0 | -0.4
48 | COCCn1c(SCC(=O)Nc2cccc(S(N)(=O)=O)c2)nc2cc(Cl)ccc2c1=O | 0.2 | -2.3 | 7.4 | -1.3 | 1.7 | 1.9 | -2.4 | 0.0 | 97.0 | -1.7
49 | Cc1ccc(S(=O)(=O)Nc2ccccc2N2CCOCC2)cc1 | -3.0 | 4.8 | 1.1 | -2.6 | 5.8 | -2.7 | 3.7 | -0.1 | 101.0 | -0.3
50 | CC(C)Sc1nc(N2CCCC2)c2c(c1C#N)CC(C)(C)OC2 | 7.5 | -0.7 | 3.1 | -1.3 | -3.5 | -24.4 | -3.3 | -0.5 | 94.0 | 4.8
